Screening data deposited in PubChem BioAssay by Icahn School of Medicine at Mount Sinai.
ROC1-CUL1 inh: inhibitors of human ROC1-CUL1 ubiquitin ligase activity. in vitro K48 di-Ub FRET, acceptor:donor ratio, 45 min. inhibition, % at 10 µM. 0.6% of 140,000 active. AID 1347404, 2020; in the data active means inhibition above about 25%
Target sequence (P62877 whole entry, looked up): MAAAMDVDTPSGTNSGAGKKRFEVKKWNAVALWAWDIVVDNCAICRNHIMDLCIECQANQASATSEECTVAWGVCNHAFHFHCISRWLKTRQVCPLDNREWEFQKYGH
Target sequence (Q13616 whole entry, looked up): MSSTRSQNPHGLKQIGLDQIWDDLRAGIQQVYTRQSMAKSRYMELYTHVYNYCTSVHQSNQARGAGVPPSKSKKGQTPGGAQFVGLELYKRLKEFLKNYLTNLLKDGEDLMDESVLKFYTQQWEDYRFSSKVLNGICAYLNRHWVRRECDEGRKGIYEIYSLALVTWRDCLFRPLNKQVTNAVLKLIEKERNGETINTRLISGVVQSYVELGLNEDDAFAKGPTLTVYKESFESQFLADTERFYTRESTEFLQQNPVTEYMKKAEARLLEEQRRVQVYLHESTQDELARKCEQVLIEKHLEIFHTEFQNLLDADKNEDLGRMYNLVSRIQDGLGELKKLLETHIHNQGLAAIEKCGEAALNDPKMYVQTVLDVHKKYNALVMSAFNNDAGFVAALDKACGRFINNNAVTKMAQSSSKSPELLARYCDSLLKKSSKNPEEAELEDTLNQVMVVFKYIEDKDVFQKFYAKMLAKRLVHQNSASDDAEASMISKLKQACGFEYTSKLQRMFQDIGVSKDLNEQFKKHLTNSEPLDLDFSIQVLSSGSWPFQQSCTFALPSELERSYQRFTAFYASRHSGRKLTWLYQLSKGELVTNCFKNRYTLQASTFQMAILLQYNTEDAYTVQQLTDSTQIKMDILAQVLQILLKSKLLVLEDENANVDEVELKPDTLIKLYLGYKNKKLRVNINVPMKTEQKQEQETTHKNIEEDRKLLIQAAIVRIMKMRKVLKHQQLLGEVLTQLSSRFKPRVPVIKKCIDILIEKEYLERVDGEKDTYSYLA
Numbers without * were called inactive. Some of the compounds tested; count on the stated rates, not on these rows.

SMILES | ROC1-CUL1 inh
COCCN1C(=O)N(c2cccc(OC)c2)C(=O)C1CC(=O)Nc1ccccc1 (stereo not given) | -6.8
COc1ccccc1N1N=C(c2cccs2)CC1c1ccccc1 (stereo not given) | 6.0
Cc1ccc(NS(=O)(=O)c2ccc3[nH]c(=O)ccc3c2)cc1N(C)C | -3.3
C=CCn1c(SCc2ccc(F)cc2)nnc1-c1cccnc1 | 1.7
C=CCN1CC(C(=O)NCc2cccnc2Oc2ccc(C)nc2)CC1=O (stereo not given) | 8.7
N#Cc1c(NC(=O)CSc2nnc(-c3ccccc3)n2N)sc2c1CCCC2 | 10.1
Cc1ccc(C(=O)C(C)OC(=O)c2n[nH]c(=O)c3ccccc23)cc1 (stereo not given) | -1.7
O=C(CN1CCN(c2ncccn2)CC1)N1CCCc2c1c(=O)oc1ccc(O)cc21 | 2.3
CCOC(=O)c1[nH]cnc1C(=O)OC(C)C | -1.9
C=CCCC(=O)N1CCC(C2CCN(Cc3ccc(Cl)cc3)C2)CC1 (stereo not given) | 2.6
Cc1cccc(N2CCN(C(=O)c3ccc(Nc4nc5ccccc5n5nnnc45)cc3)CC2)c1C | 1.7
CCOC(=O)c1c(-c2ccc(OC)cc2)csc1NC(=O)CSc1ccccc1 | -16.2
O=C(c1ccccc1Cl)N(Cc1ccco1)Cc1ccco1 | 0.9
Fc1ccc(-c2nc3sc4ccccc4n3c2Br)cc1 | 4.7
Cc1ccc(NC(=O)C2CCN(c3nnc(-n4cccc4)s3)CC2)cc1Cl | -10.3
CN(CCN1CCOCC1)C(=O)c1cc(Cn2ccc3ccccc32)[nH]n1 | -0.4
NC(=O)Cn1c(=O)n(CCCCCC(=O)NCc2ccccc2Cl)c(=O)c2sccc21 | -0.9
CCCCN(CCCC)CCn1cnc2c([nH]c3ccc(OC)cc32)c1=O | -1.4
COc1ccc(Cc2noc(-c3ccc(N4CCCC(OC)C4)nc3)n2)cc1 (stereo not given) | -3.2
CC(=O)c1cc(-c2ccc(F)cc2)n(CC(=O)Nc2cc(C)cc(C)c2)c1C | 9.5
CC(C)OC(=O)c1cc(-c2ccc(Cl)cc2)nc2ccccc12 | 4.9
Cn1ncc(N2CCC(CNC3CSCCSC3)C2)cc1=O (stereo not given) | 12.3
CCOc1ccccc1NC(=O)CN(c1cc(C)cc(C)c1)S(=O)(=O)c1c(C)nn(C)c1C | 2.5
O=C(CCn1cnnn1)N1CCC2(CCCN(Cc3ccc(F)cc3)C2)C1 (stereo not given) | -3.5
O=C(CSc1nnnn1-c1ccccc1)c1ccc(F)cc1 | 7.0
CC1=NC(SCC(=O)Nc2ccc(F)cc2)=C(C#N)C(c2cccs2)C1C(=O)Nc1ccccc1 (stereo not given) | 3.6
O[C@@H]1CN(Cc2ccc3c(c2)OCCO3)CC[C@H]1N1CCCCCC1 | 1.7
CCN(CC)S(=O)(=O)c1ccc2c(c1)nc(CN(C)C(=O)Nc1ccc(C)c(Cl)c1)n2C | -7.8
CCN1CCC(NC(C)c2cnc(N3CCCCCCC3)nc2C)CC1 (stereo not given) | -6.9
CCCCOc1ccc(CNC(=O)Cc2ccc(NC(=O)N3CCCCc4ccccc43)cc2)cc1 | 1.2
Cc1cc(C)c(-c2n[nH]c3c2C(c2ccccc2F)N(CCO)C3=O)c(O)c1 (stereo not given) | 6.4
COc1ccc(/C=C/C(=O)Nc2ccc(S(=O)(=O)Nc3cc(C)nc(C)n3)cc2)cc1Br | -0.2
CC(=O)c1cc2c(cc1NC(=O)c1ccc(C(C)(C)C)cc1)OCO2 | 3.6
Cc1cnc(CN(C)C2CCN(c3cccc(-c4ccccc4C)c3)CC2)[nH]1 | 3.4
CC(=O)c1ccc(NC(=O)C2CCC(CNS(=O)(=O)c3ccc4c(c3)CCCC(=O)N4)CC2)cc1 (stereo not given) | 3.8
N#CC1C(=O)c2ccccc2CC12CCCC2 (stereo not given) | -0.1
COC(=O)c1ccc([C@@H]2[C@@H]3C(=CC4CCC3N4C)C(C#N)C(=N)C2(C#N)C#N)cc1 (stereo not given in full) | -7.9
COc1cc(C2C(C(=O)c3ccc4c(c3)OCCO4)C(=O)C(=O)N2CCCN2CCOCC2)ccc1OCCC(C)C (stereo not given) | 0.1
O=C(NCCc1cccc(Cl)c1)C(c1ccccc1)c1ccccc1 | 2.9
Cc1ccnc(NC(=O)C2CCC2)c1 | -6.5
CCc1ccc2oc(C(=O)NCC(c3ccc(Cl)cc3)N3CCOCC3)c(C)c2c1 (stereo not given) | 0.4
c1ccc(C2=Nc3cccc4cccc(c34)N2)c(C2=Nc3cccc4cccc(c34)N2)c1 | -4.8
CCOC(=O)c1ccc(CNC(=O)Nc2nncs2)o1 | -0.3
Cc1cc(C)n(/N=C/c2c(Cl)cccc2Cl)c(=O)c1C#N | -0.4
CN(CCOC(=O)c1ccccc1F)C(C)(C)C | 2.1
C=CCn1cc(C(=O)NC(=O)OC)c(=O)[nH]c1=O | -0.6
COCCCNC(=O)C(C)Oc1ccccc1 (stereo not given) | 5.4
CCOC(=O)C1(Cc2ccccc2)CCN(Cc2cc(OC)c3c(c2)OCO3)CC1 | -7.7
COc1ccc(OC)c(C2C(C(=O)Nc3ccccc3OC)C(C)=Nc3c(C(=O)Nc4ccc(F)cc4)cnn32)c1 (stereo not given) | -4.8
O=C(Cc1ccc(Cl)cc1)N(Cc1ccccc1)c1ccccn1 | -3.8
More structures
SMILES | ROC1-CUL1 inh
COc1ccccc1C(=O)C1CCCN(Cc2cc3c(cc2Cl)OCO3)C1 (stereo not given) | 5.7
O=C(Nc1ccccc1Oc1cccnc1)C1CCCN(Cc2ccon2)C1 (stereo not given) | -7.2
COCC(=O)Nc1cnn(-c2cccc(C(=O)N(C)Cc3ccc(Oc4ccccc4)cc3)c2)c1 | 8.2
COCCNC(=O)c1ccc(OC)cc1OC1CCN(Cc2ncc[nH]2)CC1 | 11.8
Cc1cccc(C(=O)Nc2ccccc2SCC2=Nc3c(C)cccc3C(=O)C2)c1 | 7.1
C=CCn1c(SCC(=O)Nc2cc(Cl)ccc2OC)nc2sc3c(c2c1=O)CCCC3 | 8.6
CCc1ccc2oc(C(=O)NCCc3ccc(OC)c(OC)c3)cc(=O)c2c1 | 1.9
CCc1ccccc1NC(=O)c1cnc(N2CCCCC2)c2ccccc12 | -13.2
C=CCN1C(=O)/C(=C\c2cccc(OC)c2OC)C(=O)NC1=S | -6.2
CCOc1ccccc1NC(=O)COc1ccc(C(=O)Nc2cccc(C(F)(F)F)c2)cc1 | -1.0
O=C(C1CC(=O)N(c2ccc(Br)cc2)C1)N1CCCCC1 (stereo not given) | -1.0
Cc1ccc(COc2ccc(/C=C3\SC(=O)N(CC(=O)N4CCOCC4)C3=O)cc2)cc1 | -6.1
O=C(CC1Sc2ccccc2NC1=O)NNC(=O)c1ccco1 (stereo not given) | 9.0
O=C(Nc1ccc(F)c(Cl)c1)C1Cc2ccccc2CN1S(=O)(=O)c1ccc(F)cc1 (stereo not given) | 1.0
Clc1ccc2c(c1)C(N1CCCC1)=Cc1ccccc1S2 | 1.1
COc1ccc(F)c(CC2(CCC(=O)N3CCCN(c4ncccn4)CC3)CCC(=O)N2)c1 (stereo not given) | 5.2
COC(=O)c1ccccc1NS(=O)(=O)Cc1ccc(Cl)cc1 | 10.7
COc1cc(/C=C2\C(=O)NC(=O)N(c3ccc(C)cc3)C2=O)cc(Cl)c1O | -5.7
O=C(c1ccc(OC2CCN(C(=O)C3CC3)CC2)cc1)N1CCSCC1 | 9.0
O=C1C=C(c2ccncc2)N(c2ccc(Cl)cc2)C(=O)C1c1ccccc1 (stereo not given) | -2.9

The last 5 records of the part above lead into the next:
SMILES | ROC1-CUL1 inh
COc1ccc(F)c(CC2(CCC(=O)N3CCCN(c4ncccn4)CC3)CCC(=O)N2)c1 (stereo not given) | 5.2
COC(=O)c1ccccc1NS(=O)(=O)Cc1ccc(Cl)cc1 | 10.7
COc1cc(/C=C2\C(=O)NC(=O)N(c3ccc(C)cc3)C2=O)cc(Cl)c1O | -5.7
O=C(c1ccc(OC2CCN(C(=O)C3CC3)CC2)cc1)N1CCSCC1 | 9.0
O=C1C=C(c2ccncc2)N(c2ccc(Cl)cc2)C(=O)C1c1ccccc1 (stereo not given) | -2.9
O[C@@H](CNC[C@H](O)c1ccccc1)c1ccccc1 | -0.9
CCOC(=O)NC(=O)c1cc2cc(I)cc(I)c2oc1=O | -5.8
Fc1ccc(CSC(=S)N2CCC3(CC2)OCCO3)cc1 | 1.6
Cc1ccc(OCCNC(=O)c2cncc(Br)c2)cc1C | 8.8
C=CCNCCOc1cccc(OC)c1 | 1.5
CCC(=O)Nc1ccc(I)cc1CC | 9.0
CC1=NN(c2ccc(C)c(C)c2)C(=O)C1C=NC12CN3CN(CN(C3)C1)C2 (stereo not given) | 4.3
COC(=O)C1C(C)=NC(=S)NC1c1c(OCc2ccccc2)ccc2ccccc12 (stereo not given) | -6.6
CN1C(=O)C(=Cc2ccc(OCc3ccc(F)cc3)c(Br)c2)C(=O)N(C)C1=S | -3.6
O=C(COc1ccc2ccccc2c1)N(Cc1ccc(Br)cc1)c1ccccc1I | 1.5
O=C(Cn1c(=O)oc2cc(S(=O)(=O)N3CCCCCC3)ccc21)NCc1ccccc1Cl | 16.2
CCOc1ccc2nc(N3CCCC(C(=O)Nc4c(C)cccc4C)C3)sc2c1 (stereo not given) | -5.4
O=C(Nc1cccc(-n2cccn2)c1)C1CCCN1C1Cc2ccccc2C1 (stereo not given) | -2.9
CC(C)CNS(=O)(=O)c1ccccc1 | 1.5
c1cnc(-n2ccnc2)c(CNC2CCCCCCC2)c1 | 2.9
CCOC(=O)c1ccc(NC(=O)Cn2cnc3sc4c(c3c2=O)CCC(C)C4)cc1 (stereo not given) | 8.5
COCCn1cnc2cc(NC(=O)C3CCCCC3)cc(C(=O)N(C)CCn3nc(C)cc3C)c21 | -1.2
O=C(Cn1cnc([N+](=O)[O-])n1)NC1CCCC1 | -2.6
O=C(NCc1ccc2c(c1)OCO2)c1ccc(S(=O)(=O)N2CCCC2)cc1 | 13.1
Cc1ccc(OCC(=O)Nc2nc(-c3ccc(F)cc3)cs2)cc1C | -4.4
COc1cccc(C2c3c(n[nH]c3-c3ccc(CC(C)C)cc3)OC(=N)C2C#N)c1OCc1ccc(F)cc1 (stereo not given) | 4.2
O=C(NC(=S)Nc1ccc(Br)cn1)c1cc(-c2ccccc2)nc2ccccc12 | 1.2
Cc1cc2oc3c(c(=O)c2cc1C)C(c1ccc(C(C)C)cc1)N(c1nc(C)c(C)s1)C3=O (stereo not given) | -0.9
C[C@@H]1CN(Cc2nc(NCc3cccs3)c3ccccc3n2)C[C@H](C)O1 | 18.9
Cc1ccc(S(=O)(=O)c2nc(-c3ccco3)oc2SCC(=O)Nc2ccc(F)cc2)cc1 | -3.9
Cc1cccc(-c2cccc(NC(=O)C3CCCN3S(C)(=O)=O)c2)c1 (stereo not given) | 2.7
COc1cccc(CNc2ccc(N3CCOCC3)cc2)c1 | 7.3
CS(=O)(=O)N(CC(=O)N1CCCC1)c1ccc(Cl)c(Cl)c1 | 10.6
CCOC(=O)C1C(C)=NC(C)=C(C(=O)OCCNC(=O)c2ccccc2O)C1c1cccc([N+](=O)[O-])c1 (stereo not given) | 0.5
CCOC(=O)C1(C#N)C(C)C(OC)(OC)C1(OC)OC (stereo not given) | 0.5
O=C(O)c1ccc(CNCc2ccc(Cl)cc2)s1 | -1.5
O=C1CC(N2CCN(c3ccc(F)cc3)CC2)C(=O)N1c1ccc(Oc2ccccc2)cc1 (stereo not given) | 2.4
Fc1cccc(-n2ncc3c2ncn2nc(Cc4ccccc4)nc32)c1 | 5.7
Nc1c(C(=O)Nc2ccc(F)cc2Cl)sc2nc(-c3ccc(F)cc3)ccc12 | -0.3
CC(C)(C)c1ccc(S(=O)(=O)NCc2ccc(C(=O)Nc3ccccc3F)cc2)cc1 | -1.3
O=C1C(Oc2ccc(Cl)cc2)C(c2ccc3c(c2)OCO3)N1c1cccc(C(F)(F)F)c1 (stereo not given) | 1.2
CC=C(c1ccccc1)c1ccccc1 | 1.8
Cc1c(Cl)cccc1N/N=C(\C#N)C(=O)c1ccccc1 | 0.1
COc1cccc(C(=O)Nc2ccc(S(=O)(=O)N3CCC(C)CC3)cc2)c1 | -4.8
CCCSc1nnc(-c2ccncc2)n1CC(C)C | 0.0

Ordered by the number under ROC1-CUL1 inh (low to high): some entries from above.
SMILES,ROC1-CUL1 inh
CCOC(=O)C1(C#N)C(C)C(OC)(OC)C1(OC)OC (stereo not given),0.5
Cc1cccc(N2CCN(C(=O)c3ccc(Nc4nc5ccccc5n5nnnc45)cc3)CC2)c1C,1.7
COc1ccccc1C(=O)C1CCCN(Cc2cc3c(cc2Cl)OCO3)C1 (stereo not given),5.7

Back to the main list with the 2 entries that preceded the break.
SMILES | ROC1-CUL1 inh
COc1cccc(C(=O)Nc2ccc(S(=O)(=O)N3CCC(C)CC3)cc2)c1 | -4.8
CCCSc1nnc(-c2ccncc2)n1CC(C)C | 0.0
COC(=O)Cc1c(C)c2ccc3c(c2oc1=O)CN(Cc1ccccc1OC)CO3 | -3.5
CCN1C(=O)NC(=O)/C(=C\c2cc(C)n(-c3ccc(Cl)c(C(=O)O)c3)c2C)C1=O | 10.8
COc1ccc(CNS(=O)(=O)Cc2ccccc2F)cc1 | 6.7
CC(NC(=O)c1ccc2c(c1)N(Cc1ccc(Cl)cc1)C(=O)CS2)c1ccccc1 (stereo not given) | 4.7
Cc1cccc(NC(=O)CC2OCCN(Cc3ccccc3)C2=O)c1 (stereo not given) | 0.8
COc1cccc(N2CCN(C(=O)CN3C(=O)COc4ccc(S(=O)(=O)N5CCC(C)CC5)cc43)CC2)c1 | -2.9
